# Screens deposited in PubChem BioAssay by National Center for Advancing Translational Sciences (NCATS).
# CCT modulator – cytosolic chaperonin activity modulation; purified chaperonin ATPase assay, HTRF ADP detection, 30 min; activity change, % (test concentration not listed), hits read low; hit rate 0.3% among 360,000; in the data active = activity change below about -30%; also: % is scaled to controls: 0 for no effect and ±100 for the full control effect
#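 We incubate TRiC, 40 or 20 nM final, with library compounds at 76 uM and 10 uM ATP for 30 min at 37 °C. ADP formed is detected with Transcreener HTRF reagents after 30 min at room temperature.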
# PTHR1 ag – PTHR1 (human) receptor agonism; Q03431; hit rate 0.075% among 410,000; Potency, µM (titrated, usually from 115 µM), for the others: top-dose activation, actives largely listed as activators; HEK293 GP2 PTHR1 cells, GloSensor cAMP luminescence, 1 h; AID 743266; also: potency is read from the fitted curve at half-maximal effect; nearly all actives have a fitted effect of over 55% in size; some results filed as inactive show a strong effect at the top dose; inactives centre near -15; many of its hits are not listed in these tables
#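 HEK-293-derived GP2 cells expressing PTHR1 and a GloSensor cAMP reporter, 3,000/well, plated overnight, given luciferin plus IBMX (each 0.5 mM as added) for 1 h at 37 °C, then compound for 1 h at 37 °C. Luminescence was read after 15 min at room temperature.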
# MmCpn inh – blocks the Methanococcus maripaludis chaperonin Mm-Cpn. purified Mm-Cpn ATPase, ADP Transcreener TR-FRET. hit rate 0.031% among 330,000. AID 504842. Potency, µM (series often up to 76.9 µM), for the others: at the top dose activity, negative = inhibition, hits mostly inhibitors; also: potency is read from the fitted curve at half-maximal effect; % is scaled to controls: 0 for no effect and ±100 for the full control effect; nearly all actives have a fitted effect of over 80% in size
#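 Reaction buffer contained 30 mM Tris pH 7.4, 100 mM KCl, 5 mM MgCl2 and 1 mM DTT. Mm-CPN (25 nM final) hydrolysed 10 uM ATP over 30 min at 37°C; ADP was read by HTRF.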
# EPAC2 ag – agonists of human EPAC2 (RAPGEF4); hit rate 0.079% among 360,000; EPAC2 activation, biochemical qHTS; response scale: 100% = 6.5 mM cAMP response; Q8WZA2; Potency, µM (doses to about 154 µM), for inactives: at the top dose activation, hits mostly activators; also: potency is read from the fitted curve at half-maximal effect; nearly all actives have a fitted effect of over 50% in size
# Target sequence (Q8WZA2 whole entry, looked up): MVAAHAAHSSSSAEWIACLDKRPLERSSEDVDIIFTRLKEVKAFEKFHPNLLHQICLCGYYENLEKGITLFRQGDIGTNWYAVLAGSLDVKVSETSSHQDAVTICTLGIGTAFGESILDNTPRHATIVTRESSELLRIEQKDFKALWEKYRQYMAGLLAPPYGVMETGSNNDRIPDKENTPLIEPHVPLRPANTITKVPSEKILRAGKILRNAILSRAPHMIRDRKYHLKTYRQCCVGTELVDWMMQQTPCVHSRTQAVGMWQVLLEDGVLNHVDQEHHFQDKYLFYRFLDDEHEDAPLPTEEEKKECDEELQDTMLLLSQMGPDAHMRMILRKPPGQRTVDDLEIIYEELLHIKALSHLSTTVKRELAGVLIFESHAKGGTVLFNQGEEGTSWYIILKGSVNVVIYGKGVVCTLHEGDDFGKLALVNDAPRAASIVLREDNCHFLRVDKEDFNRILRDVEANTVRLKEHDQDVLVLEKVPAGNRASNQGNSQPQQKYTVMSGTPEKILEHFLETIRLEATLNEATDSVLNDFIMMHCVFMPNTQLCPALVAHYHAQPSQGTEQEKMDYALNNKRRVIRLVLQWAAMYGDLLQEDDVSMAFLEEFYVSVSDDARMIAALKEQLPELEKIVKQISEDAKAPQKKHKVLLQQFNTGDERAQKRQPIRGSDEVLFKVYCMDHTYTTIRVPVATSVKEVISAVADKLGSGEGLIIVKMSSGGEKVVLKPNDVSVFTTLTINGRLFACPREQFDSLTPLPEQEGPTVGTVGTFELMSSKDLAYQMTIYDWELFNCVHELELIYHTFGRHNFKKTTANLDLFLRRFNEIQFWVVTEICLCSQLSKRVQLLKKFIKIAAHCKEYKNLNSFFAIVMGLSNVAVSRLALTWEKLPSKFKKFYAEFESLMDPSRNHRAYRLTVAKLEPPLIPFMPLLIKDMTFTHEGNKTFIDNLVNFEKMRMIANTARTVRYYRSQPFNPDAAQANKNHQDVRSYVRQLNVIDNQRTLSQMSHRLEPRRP
#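 Compounds were added across a concentration range to EPAC2 (100 nM), RAP1B-BODIPY-GDP (250 nM) and GDP (50 uM). After 5 min at room temperature, fluorescence was recorded at 5-min intervals for 30 min.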
# EPAC2 antag – EPAC2 (human) antagonism; AID 720708; Potency, µM (doses to about 114 µM), for inactives: at the highest dose activity, negative = inhibition, most hits filed as inhibitors; EPAC2 GEF exchange of Rap1B-BODIPY-GDP, fluorescence; hit rate 0.18% among 360,000; also: potency is read from the fitted curve at half-maximal effect; % is scaled to controls: 0 for no effect and ±100 for the full control effect; nearly all actives have a fitted effect of over 45% in size; many of its hits are not listed in these tables
# DRD3 agonist – activates the human D3 dopamine receptor; P35462; D3R DiscoveRx beta-arrestin cells, luminescence, 90 min; max activation, %; hit rate 0.58% among 410,000; AID 652048; in the data active = max activation above about 30%; also: 0% is about no effect; mostly tested at two doses, the higher about 12 µM
#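 Cells at 1500/well, incubated overnight, then treated with pinned compounds (dopamine as control) for 90 min at 37 degrees C. DiscoveRx reagent added for 30 - 60 minutes at room temperature; luminescence read.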
# pAkt inh – inhibitors of Akt phosphorylation. Neuro2A IGF-stimulated pAkt S473 HTRF, 20 min; active compounds read low. AID 651550. activity change, % for hits at 50 µM. hit rate 0.32% among 360,000; in the data active = activity change below about -80%; inconclusive = mostly about -51% to -80%; also: % is scaled to controls: 0 for no effect and ±100 for the full control effect
#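 Single-point screen (50 µM final compound) in Neuro2A cells stimulated 20 min with 6 nM IGF at 37 deg C. After lysis, Ser473-phosphorylated Akt read by HTRF (ex 330 nm, em 615/665 nm) as the 665/615 ratio.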
# D3 antag – blocks the human D3 dopamine receptor | D3R cells, DiscoveRx beta-arrestin luminescence, antagonist mode; active compounds read low | AID 652054 | hit rate 2.5% among 360,000 | max response, negative = inhibition, % | P35462; in the data active = max response below about -50%; inconclusive = no clear call, values can overlap the other calls; also: % is scaled to controls: 0 for no effect and ±100 for the full control effect; mostly tested at two doses, the higher about 12 µM
#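 Cells expressing the human receptor were seeded at 1500 cells/well, incubated overnight at 37 degrees C in 5% CO2, then exposed to library compounds with dopamine controls for 90 minutes at 37 degrees C before luminescent detection.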
# The depositor's hits bear a star; i = inactive; ? = inconclusive; . = not tested or not shown; & = joins results of further samples; ! = repeats disagree; [ ] = remark or other dose. Unless noted, calls follow the shape of the dose curve; as a rule, active = well fitted curve in the direction sought with a large enough effect; inconclusive = small, poorly fitted or top-dose-only effect, or another doubt; inactive = no such curve, though single readings can be large; an effect the other way counts as inactive or inconclusive.
no. | SMILES | CCT modulator | PTHR1 ag | MmCpn inh | EPAC2 ag | EPAC2 antag | DRD3 agonist | pAkt inh | D3 antag
1 | Cn1/c(=N\NC(=O)C2CCCCC2)sc2ccccc21 | -0.9 | i | -3% | 7% | 5% | -8 | i | 1
2 | Cc1ncsc1CCOC(=O)C1C2CC3CC(C2)CC1C3 (configuration not stated) | 1.7 | -30% | 3% | 9% | -8% | 0 | i | -3
3 | Cc1csc2nc(NC(=O)c3ccccc3)sc(=O)c12 | -0.1 | -21% | 0% | 3% | 4% | 6 | i | 17
4 | C/C=C\C=C\C(=O)Nc1cccc(C2=NOC3(C2)C[C@H](C(N)=O)N(C(=O)c2ccccc2C(=O)c2ccccc2)C3)c1 (some centres not stated) | -2.2 | 0% | 0% | 3% | 11% | -5 | i | 15
5 | Cc1cc(NC(=O)c2ccc(Cl)cc2Cl)no1 | -1.4 | -52%[inhibitor] | -2% | 16% | 15% | 2 | i | -8
6 | Cn1ccsc1=NC(=O)c1ccccc1OC(F)F | -2.8 | i | 1% | -1% | 9% | 1 | i | 11
7 | NC(=O)c1ccccc1Br | -1.5 | -11% | 0% | 2% | 4% | 8 | i | -14
8 | CCOC(=O)C1(CCc2ccccc2)CCN(C(=O)C(C)n2cncn2)CC1 (configuration not stated) | -0.1 | i | 1% | -4% | 6% | 9 | i | 7
9 | CC1(C)CC(NC(=O)C23CCC(C)(C2Br)C3(C)C)CC(C)(C)N1 (configuration not stated) | 1.9 | -21% | -1% | -2% | 13% | 13 | i | 0
10 | Cc1ccc(/C=C/C(=O)Nc2cc(S(N)(=O)=O)ccc2O)cc1 | 0.1 | i | -1% | 10% | 5% | -2 | i | -15
11 | CCN(CC)CCCOC(=O)C1(c2ccccc2)CCCC1 | -1.9 | i | -1% | 10% | 5% | -14 | i | -20
12 | Fc1ccc(CSc2nncn2NCc2ccc3c(c2)OCO3)cc1 | -1.7 | -21% | 0% | 21% | -5% | -2 | i | -1
13 | CN(C)c1ccc(C=C2C=C(c3ccccc3)OC2=O)cc1 | 0.9 | -26% | . | -4% | -1% | -22 | i | -21
14 | OC[C@@H]1CN(Cc2ccc(Cl)cc2)C[C@H](n2cnc3c(N4CCCC4)ncnc32)O1 | 2.7 | 0% | . | 11% | -12% | 8 | . | 7
15 | Cc1ccc(-n2ncc3c2CC(C)(C)CC3NC(=O)CCn2cncn2)cc1 (configuration not stated) | 0.5 | i | 1% | 5% | -2% | 1 | i | 17
16 | O=C(NCc1ccon1)c1ccc(OC2CCN(CCc3ccccc3)CC2)cc1 | 2.8 | -22% | 0% | 5% | 13% | -14 | i | ?

# Arranged by number of heavy atoms (descending): 5 of the compounds above
no. | SMILES | CCT modulator | PTHR1 ag | MmCpn inh | EPAC2 ag | EPAC2 antag | DRD3 agonist | pAkt inh | D3 antag
16 | O=C(NCc1ccon1)c1ccc(OC2CCN(CCc3ccccc3)CC2)cc1 | 2.8 | -22% | 0% | 5% | 13% | -14 | i | ?
8 | CCOC(=O)C1(CCc2ccccc2)CCN(C(=O)C(C)n2cncn2)CC1 (configuration not stated) | -0.1 | i | 1% | -4% | 6% | 9 | i | 7
12 | Fc1ccc(CSc2nncn2NCc2ccc3c(c2)OCO3)cc1 | -1.7 | -21% | 0% | 21% | -5% | -2 | i | -1
9 | CC1(C)CC(NC(=O)C23CCC(C)(C2Br)C3(C)C)CC(C)(C)N1 (configuration not stated) | 1.9 | -21% | -1% | -2% | 13% | 13 | i | 0
13 | CN(C)c1ccc(C=C2C=C(c3ccccc3)OC2=O)cc1 | 0.9 | -26% | . | -4% | -1% | -22 | i | -21

# Continued.
no. | SMILES | CCT modulator | PTHR1 ag | MmCpn inh | EPAC2 ag | EPAC2 antag | DRD3 agonist | pAkt inh | D3 antag
17 | CN(C)CCOC(c1ccc(Cl)cc1)c1ccccn1 (configuration not stated) | -51*! | -25%&-2% | 0% | 3%&6% | 1%&-3% | 41*! | i | -2&-12
18 | CN(CC(=O)NCCc1ccccc1)S(=O)(=O)c1cnc[nH]1 | 0.5 | -23% | 0% | 4% | 12% | 2 | i | -6
19 | CCN(CC)S(=O)(=O)c1cccc(NC(=O)COC(=O)c2cc(C)oc2C)c1 | -1.1 | i | 1% | 8% | -2% | 3 | i | 24
20 | Cc1ccc([N+](=O)[O-])c(C(=O)N/N=C/c2cccs2)c1 | 0.2 | -12% | 0% | 0% | 12% | -19 | i | -29
21 | CC(=O)[C@@H]1[C@@H]2C(=O)N(Cc3ccccc3)C(=O)[C@@H]2C2c3ccccc3C=CN21 (some centres not stated) | -2.1 | i | -4% | 2% | -1% | 4 | ? | -5
22 | Cn1/c(=N/N=C/c2ccc(N3CCOCC3)cc2)sc2ccccc21 | 0.0 | -4% | -3% | 24% | -7% | 0 | i | 30
23 | C=CCOc1ccccc1/C=c1\sc2nc(-c3oc4ccccc4c3C)nn2c1=O | -3.9 | i | . | 0% | 8% | 13 | i | ?
24 | COc1cccc(NC(=O)c2cnc(SC)nc2)c1 | 1.8 | -17% | -2% | 3% | 23% | -2 | i | 13
25 | O=C(CCC(=O)N1CCOCC1)Nc1nnc(C2CCCCC2)s1 | -1.1 | -19% | 1% | 7% | 8% | 13 | i | -12
26 | Cc1ccc(S(=O)(=O)NCCN=C(CN2CCCC2)NS(=O)(=O)c2ccc(C)cc2)cc1 | -2.5 | -3%[57.5 µM] | 1% | 9% | -11% | -10 | i | 15
27 | COc1cc2c(cc1OC)CN(CC(=O)Nc1ccccc1C(=O)NCc1ccccc1)CC2 | 1.0 | -22% | -2% | 9% | -17% | -6 | i | 65
28 | C=CCNC(=S)Nc1ccccc1 | 1.1 | -10%[57.5 µM] | 4% | 15% | 0% | -4 | i | 12
29 | CCOC(=O)c1ccc(S(=O)(=O)N2CCN(c3ccccn3)CC2)cc1 | 0.0 | -1% | -2% | -10% | 16% | 2 | i | 8
30 | Cc1cc(C)c(NC(=O)C2CSCCS2)c(C)c1 (configuration not stated) | -2.6 | -17%[57.5 µM] | -1% | 2% | 11% | 0 | i | 19
31 | O=S(=O)(Nc1ccncc1)c1ccc(Cl)cc1 | -0.8 | 1%[57.5 µM] | -3% | 5% | 22% | 9 | i | -10
32 | CC(=O)Nc1cccc2cc(O)ccc12 | -2.6 | i | . | 2% | 0% | -3 | i | -11
33 | CCS(=O)CC(=O)Nc1c(-c2ccccc2)oc2ccccc2c1=O (configuration not stated) | -3.0 | i | -1% | -4% | -1% | -3 | i | 11
34 | CN1NC(c2ccccc2)NN(C)C1=O | -0.2 | -2% | . | 9% | -14% | -9 | . | 8
35 | O=C(NCCc1ccccc1)c1ccc2[nH]c(=O)c(=O)[nH]c2c1 | 0.0 | i | -2% | 8% | -5% | 6 | i | -19
36 | O=C(O)c1ccc(/C=C2\SC(=Nc3ccccc3)N(c3ccccc3)C2=O)cc1 | -1.2 | -24% | -2% | 1% | 5% | 1 | i | 3
37 | Brc1cc2c(cc1COc1ccc(-c3nn[nH]n3)cc1)OCO2 | -1.5 | -25% | -1% | -10% | -9% | -1 | i | -4
38 | CCOC(=O)/C=C1\NC(=O)C(C)S1 (configuration not stated) | 1.4 | i | -1% | -1% | 10% | 1 | i | 14
39 | CCON1C(=O)C2(CCCCC2)C(=O)C12C=CCCC2 (configuration not stated) | 0.4 | i | . | 0% | 11% | 2 | i | -3
40 | COc1ccc(N(C(=O)c2csnn2)C(C(=O)NC2CCCC2)c2cccs2)cc1 (configuration not stated) | -2.7 | i | 0% | 3% | -4% | 2 | i | 0
41 | CC(=O)Nc1cccc(OCC(=O)NS(=O)(=O)c2ccc(C)cc2)c1 | 0.2 | i | 2% | 10% | 12% | -28 | i | 19
42 | Cc1ccc2c(c1)C1CN(C)CCC1N2C(=O)c1ccccc1NS(=O)(=O)c1ccc(F)cc1 (configuration not stated) | -0.1 | -10% | 1% | -2% | 4% | -10 | i | -17
43 | O=C(NCc1ccc(F)cc1)c1cc(S(=O)(=O)N2CCCCC2)ccc1Cl | 0.7 | -33%[inhibitor] | 0% | 0% | -6% | -13 | i | -3
44 | O=C(c1ccccc1)C(C(=O)N1CCCCC1)n1ccccc1=O (configuration not stated) | 0.4 | -5% | 1% | 6% | 5% | 3 | i | -15
45 | Cc1nn(C)c(C)c1S(=O)(=O)N1CCCC(C(=O)NC2CCCCCC2)C1 (configuration not stated) | -2.2 | -24% | 2% | 2% | -6% | 1 | i | 17
46 | O=C1C(=Cc2cn(-c3ccccc3)nc2-c2ccc(OCc3ccccc3)cc2)SC(=S)N1CCS(=O)(=O)O | -1.2 | ? | . | -6% | ? | -10 | i | -16
47 | Cc1nc(SCCOc2ccccc2F)[nH]c(=O)c1Cc1ccccc1 | 0.3 | -18%&-16% | 1% | -5% | 5% | 19&2 | i | 3
48 | O=C(c1ccc(CS(=O)Cc2ccc(Cl)cc2)o1)N1CCN(c2ccccc2)CC1 (configuration not stated) | -0.6 | -20% | -2% | -4% | -4% | -6 | i | -1
49 | O=C(NCC1CCCO1)c1nn2c(C(F)(F)F)cc(-c3cc(Br)cs3)nc2c1Br (configuration not stated) | -1.9 | i | -2% | 7% | 4% | 11 | i | 1
50 | CCN(C(=O)COC(=O)c1ccc(O)cc1O)c1c(N)n(Cc2ccccc2)c(=O)[nH]c1=O | -0.6 | -20% | -1% | 4% | 8% | -1 | i | -15
51 | Cc1nn(CCOc2ccccc2)c(=O)n1-c1c(F)cccc1F | 0.2 | -43%[inhibitor][57.5 µM] | 0% | 1% | -1%[57.1 µM] | 6 | i | 4
52 | Cc1csc(SCCn2c(N3CCOCC3)nc3c2c(=O)[nH]c(=O)n3C)n1 | -3.2 | -5% | -4% | 12% | 2% | 6 | i | -20
53 | CCN(CC)c1nc2c(s1)C(=O)CC(C)(C)C2 | -4.3 | -10%[57.5 µM] | 0% | 6% | -1% | -11 | i | -12
54 | O=[N+]([O-])c1ccccc1/C=C/CN1CCN(Cc2ccc3c(c2)OCO3)CC1 | -4.0 | -4% | -2% | 7% | 7% | -9 | i | -79*
55 | Cc1cccc(NC(=O)C2Cc3ccccc3CN2C(=O)OCc2ccccc2)c1C (configuration not stated) | 0.6 | -7% | 1% | 12% | 13% | -9 | i | 5
56 | O=C(Cn1cc(C(=O)c2ccco2)c2ccccc21)NC1CCCC1 | -0.9 | -6% | 1% | -3% | 8% | 0 | i | 1

# Only part of the results is shown. The share of hits here may be higher or lower than overall.
